Bioassay records from PubChem BioAssay.
ROMK primary: human ROMK K+ channel modulation, primary screen | P48048 | Tet-inducible ROMK, thallium flux fluorescence; actives lie on both sides | B-score at 10 µM | actives 2% (n = 130,000);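 active means signal ratio slope over the read window, or its plate-corrected B-score, at least 3 SD from the plate mean, either direction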;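 further: B-score of the F/F0 ratio slope over 7 to 12 s after thallium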
Target sequence (P48048 whole entry, looked up): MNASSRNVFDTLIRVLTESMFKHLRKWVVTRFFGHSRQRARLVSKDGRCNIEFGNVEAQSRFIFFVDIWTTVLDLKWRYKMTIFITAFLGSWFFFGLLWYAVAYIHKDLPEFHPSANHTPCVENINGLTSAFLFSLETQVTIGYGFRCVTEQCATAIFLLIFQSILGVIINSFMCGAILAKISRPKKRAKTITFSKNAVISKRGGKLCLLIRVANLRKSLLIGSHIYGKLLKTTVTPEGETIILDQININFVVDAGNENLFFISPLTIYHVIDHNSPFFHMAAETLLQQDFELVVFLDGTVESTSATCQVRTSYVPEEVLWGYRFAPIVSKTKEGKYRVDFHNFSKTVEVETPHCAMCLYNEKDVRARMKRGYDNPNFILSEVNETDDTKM
Diaph act CS: counter-screen for diaphorase-based assays: diaphorase activators and chemical reducers; Diaphorase/resazurin coupled assay, resorufin fluorescence, 16 min; active compounds read high; 1 = vehicle wells, 0 = NADH-free wells; activation factor at 20 µM; actives 0.005% (n = 190,000);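 active means diaphorase activity raised at least twofold by the compound at 20 µM; inactive means activation factor below 2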
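Assay system: Purified diaphorase enzyme from Clostridium kluyveri | Amount: Enzyme 0.07 U/mL final | Dosing: Compound 20 µM once, DMSO 1% | Timing: 16 min reaction at room temperature | Detection: Fluorescence, excitation 544 nm and emission 590 nm | Evaluation: Higher resorufin formation from activation or reduction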
PMI act: increases human mannose-6-phosphate isomerase activity; actives 0.005% (n = 190,000); purified human PMI, coupled resazurin fluorescence, 20 min; active compounds read high; 1 = vehicle control, 0 substrate-free wells; AID 1214; activation factor at 20 µM; P34949;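 active means activation factor of 2 or more at 20 µM, relative to plate controls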
PPARg SRC-2 ag: agonists of SRC-2 recruitment by human PPARgamma; PPARgamma LBD-SRC-2 recruitment, biochemical; activation, % at 8 µM; actives 0.34% (n = 200,000); in the data active means activation above about 22%;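 further: 0% = vehicle and 100% = reference agonist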
Diaph inh CS: diaphorase inhibition or chemical oxidation counter-screen; actives 0.69% (n = 190,000); inhibition, % at 20 µM; diaphorase resazurin-to-resorufin fluorescence, NADH, 16 min; bacterial (C. kluyveri) enzyme, not human;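 active means primary screen inhibition at 20 µM above a set limit, cut at about 50% in these data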;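 further: plate controls were DMSO with full reaction for no effect and wells lacking NADH for full effect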
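Detection: fluorescence of resorufin formed from resazurin, Ex 544/Em 590 nm; test system: Clostridium kluyveri diaphorase enzyme; amount: 0.14 U/mL diaphorase, enzyme working solution; times: 16-min room-temperature incubation before reading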
SRC2 TRFRET art: TR-FRET artefact, counter-screen to PPARgamma/SRC-2 agonist assay | active compounds read high | TR-FRET ratio at 8 µM | actives 0.4% (n = 200,000) | AID 1049; in the data active means TR-FRET ratio above about 2000; further: inactives centre near 1500
G6PDH counter: inhibits Leuconostoc G6PDH, flagging false hits in G6PDH-based assays; actives 0.12% (n = 200,000); AID 1020; Purified L. mesenteroides G6PDH, diaphorase/resazurin coupled fluorescence, 45 min; inhibition, % at 5 µM; in the data active means inhibition above about 50%
PPARg SRC3 recr: agonists of human PPARgamma SRC-3 coactivator recruitment; P37231; biochemical PPARgamma/SRC-3 coactivator recruitment assay; activation, % at 8 µM; actives 0.26% (n = 200,000); in the data active means activation above about 23%;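 further: 0% = DMSO and 100% = reference agonist; some compounds past the cut are filed as inactive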
S1P3 antag: blocks the human S1P3 receptor; CHO S1P3 NFAT-BLA reporter, FRET fluorescence, antagonist mode; actives 0.27% (n = 170,000); inhibition, % at 4.98 µM;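 active means inhibition above the plate cutoff, the mean inhibition of test wells on that plate plus 3 SD, cut at about 28% in these data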;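 further: cells challenged with S1P at its EC80 of 0.8 µM; blue over green emission ratio from cleaved BLA substrate after 4 h stimulation; 0% = S1P-stimulated wells and 100% = unstimulated DMSO-only wells; some compounds past the cut are filed as inactive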
Target sequence (Q99500 whole entry, looked up): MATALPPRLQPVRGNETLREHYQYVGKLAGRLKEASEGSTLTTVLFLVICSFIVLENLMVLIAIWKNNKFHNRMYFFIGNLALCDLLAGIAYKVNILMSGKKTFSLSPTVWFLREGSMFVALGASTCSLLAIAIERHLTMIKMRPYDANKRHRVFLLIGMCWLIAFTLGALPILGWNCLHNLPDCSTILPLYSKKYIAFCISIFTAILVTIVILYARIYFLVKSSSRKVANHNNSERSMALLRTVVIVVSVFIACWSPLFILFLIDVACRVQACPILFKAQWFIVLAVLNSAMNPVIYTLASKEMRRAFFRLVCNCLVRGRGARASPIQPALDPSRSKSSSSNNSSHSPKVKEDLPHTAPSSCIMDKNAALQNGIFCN
PMI act satM6P: PMI (human) activation, high substrate. coupled PMI enzyme assay, resazurin fluorescence, 20 min; active compounds read high; 1 = untreated enzyme, 0 = substrate-free blank. activation factor at 20 µM. actives 0.34% (n = 190,000). AID 1216;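 active means activation factor of 2 or more at 20 µM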
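Material: human phosphomannose isomerase with PGI, G6PDH, diaphorase coupling enzymes / Reagent: Man-6-P substrate 1.0 mM / Dosing: single compound dose of 20 µM, 1% DMSO final / Incubation: enzyme reaction with compound 20 min at room temperature / Signal: resorufin fluorescence (Ex 544/Em 590 nm) from resazurin via diaphorase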
PPARg SRC-1 ag: PPARgamma-driven SRC-1 recruitment agonism; activation, % at 8 µM; P37231; PPARgamma-SRC-1 coactivator recruitment biochemical assay; actives 0.41% (n = 200,000); AID 631; in the data active means activation above about 19%;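 further: 0% = DMSO and 100% = reference agonist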
Starred values were filed as active, the others as inactive; . = no result given.

SMILES	ROMK primary	Diaph act CS	PMI act	PPARg SRC-2 ag	Diaph inh CS	SRC2 TRFRET art	G6PDH counter	PPARg SRC3 recr	S1P3 antag	PMI act satM6P	PPARg SRC-1 ag
CC1Cn2c(nnc2C23CC4CC(CC(C4)C2)C3)S1 (stereo not given)	.	0.9	0.9	8	7	1490	-2	-8	7	1	0
CCNc1nc(NC(C)C)nc(N(C#N)C(C)C(=O)N(C)C)n1 (stereo not given)	-0.0026	1	1.1	5	-4	1490	5	1	.	1.1	-4
Cc1ccc(NC(=O)Cc2ccc(F)cc2)cc1	-1.7	1	1.1	3	3	1433	9	15	.	1	4
CCOc1ccc(C(=O)Nc2cccc(C)n2)cc1	.	0.9	1.1	5	12	1603	4	0	24	1	-1
Cc1c(NC(=O)CSc2nnc(N)s2)c(=O)n(-c2ccccc2)n1C	.	0.9	0.9	4	5	1394	6	-4	-5	1	1
Cc1ccc(-c2cc(C(=O)NCCc3ccccn3)c3ccccc3n2)c(C)c1	.	0.9	0.9	1	8	1570	9	1	-7	1	6
CCCCNc1nc(=S)n(-c2ccccc2)c(C)c1C(C)=O	1	0.3	0.9	4	71*	1741	2	2	-8	0.9	4
O=C(NC1(C(F)(F)F)NC(=O)N(Cc2ccco2)C1=O)c1cccs1 (stereo not given)	0.31	0.8	0.9	-4	22	1478	8	-1	-2	0.9	0
CCNC(=O)CC1C(=O)N(C)C(=S)N1NC(=O)c1ccc(Cl)cc1 (stereo not given)	.	1	0.9	-2	3	1488	1	-7	.	0.9	-4
O=C(Cn1c(NCCCO)nc2ccccc21)c1cccs1	.	.	.	-1	.	1534	.	-6	-54	.	4
CCOC(=O)N1CCC(NC(=O)c2cc(C(=O)Nc3ccc(S(=O)(=O)N4CCOCC4)cc3)ccc2CO)CC1	-0.38	1	1	11	2	1653	12	1	-3	1.1	4
COc1ccc(Cl)cc1NC(=O)CSc1nnc(CNC(=O)c2ccco2)o1	0.11	0.8	0.9	-3	25	1575	3	-3	-8	0.9	0
O=C(CCc1ccc(O)c(O)c1)NNC(=S)NCCc1ccccc1	-0.073	0.7	0.6	4	27	1627	32	4	-2	0.9	10
COC(=O)c1ccccc1CCC(C)=O	0.39	0.9	0.9	1	13	1655	18	3	3	0.9	9
CC1=CC(=O)N(c2ccc(C)cc2)C1c1ccc(Cl)cc1 (stereo not given)	.	0.9	1	3	11	1707	20	6	-3	1	8
CCC(C(=O)NC1CCCC1)N(C(=O)Cn1nnc(-c2ccc(OC)c(OC)c2)n1)C1CCCCC1 (stereo not given)	.	0.8	1	-8	25	1788	-6	-4	-32	0.9	0
COc1ccc(NC(=O)c2noc(C(C)C)c2[N+](=O)[O-])cc1	-0.43	0.9	1.2	-1	8	1592	5	3	6	1.1	2
COc1ccccc1NC(=O)CSC1=NC(=O)C(NC(C)=O)C(=O)N1 (stereo not given)	-0.0076	0.9	1	-2	9	1314	0	-12	-74	1	-3
Cc1nc(SCC(=O)Nn2c(-c3ccccc3)nc3ccccc3c2=O)n[nH]1	.	0.8	0.9	7	21	1497	6	6	-32	0.9	10
COc1ccc(-c2cc(C(F)(F)F)n3ncc(C(=O)NCc4ccco4)c3n2)cc1	0.4	0.7	1	-6	27	1426	6	-7	-31	1.1	4
COc1ccc(C(=O)Nc2cccc(-c3nc4ncccc4o3)c2C)cc1	.	0.8	0.9	6	15	1667	-4	3	.	0.9	8
O=C(CCc1ccc(Oc2cc([N+](=O)[O-])cc([N+](=O)[O-])c2)cc1)N1CCCCC1	.	1	0.9	3	3	1582	2	1	.	1	1
O=C(CC(NC(=O)c1ccccc1Cl)c1ccccc1)NC1=NCCS1 (stereo not given)	-0.91	1	1	-2	5	1613	0	6	-5	1	11
CCc1cc(C(=O)Cc2cnn(-c3ccccc3)c2)c(O)cc1O	.	0.7	0.9	5	25	1771	10	2	-1	0.8	-3

Arranged by molecular weight (high to low): part of the list above.
SMILES	ROMK primary	Diaph act CS	PMI act	PPARg SRC-2 ag	Diaph inh CS	SRC2 TRFRET art	G6PDH counter	PPARg SRC3 recr	S1P3 antag	PMI act satM6P	PPARg SRC-1 ag
COc1ccc(-c2cc(C(F)(F)F)n3ncc(C(=O)NCc4ccco4)c3n2)cc1	0.4	0.7	1	-6	27	1426	6	-7	-31	1.1	4
O=C(CCc1ccc(Oc2cc([N+](=O)[O-])cc([N+](=O)[O-])c2)cc1)N1CCCCC1	.	1	0.9	3	3	1582	2	1	.	1	1
O=C(NC1(C(F)(F)F)NC(=O)N(Cc2ccco2)C1=O)c1cccs1 (stereo not given)	0.31	0.8	0.9	-4	22	1478	8	-1	-2	0.9	0
CCc1cc(C(=O)Cc2cnn(-c3ccccc3)c2)c(O)cc1O	.	0.7	0.9	5	25	1771	10	2	-1	0.8	-3
CCCCNc1nc(=S)n(-c2ccccc2)c(C)c1C(C)=O	1	0.3	0.9	4	71*	1741	2	2	-8	0.9	4
Cc1ccc(NC(=O)Cc2ccc(F)cc2)cc1	-1.7	1	1.1	3	3	1433	9	15	.	1	4
COC(=O)c1ccccc1CCC(C)=O	0.39	0.9	0.9	1	13	1655	18	3	3	0.9	9

Carrying on:
SMILES	ROMK primary	Diaph act CS	PMI act	PPARg SRC-2 ag	Diaph inh CS	SRC2 TRFRET art	G6PDH counter	PPARg SRC3 recr	S1P3 antag	PMI act satM6P	PPARg SRC-1 ag
Cc1cccc(C(=O)Nc2nnc(-c3cccnc3)o2)c1	1.8	0.9	1.1	-4	5	1484	6	-1	2	1.1	-1
CCc1cc2c(=O)nc3n(c2s1)Cc1ccccc1/C3=C(/O)c1ccccc1Cl	-1.2	0.8	1.5	5	17	1521	-8	4	.	1.9	3
CCOc1cc(/C=C2/COc3ccccc3C2=O)ccc1OCC(=O)N(C)C	-1.9	0.9	1	-1	6	1445	2	-4	3	1	3
CC1(C)C(c2cccs2)=NC(c2ccccc2)N1O (stereo not given)	.	0.9	1.2	-11	14	1438	1	-11	12	1.1	-2
CC(=O)OC(C(=O)NCc1ccc(F)cc1)c1ccccn1 (stereo not given)	.	1.1	1.1	-3	-13	1518	1	-1	.	1.1	2
Cc1nc2cc(NC(=O)NCc3ccco3)ccc2o1	-0.047	0.9	0.9	-1	11	1542	-8	11	1	0.9	1
COc1cc(/C=C2/NC(=O)N(Cc3ccccc3F)C2=O)cc(OC)c1OC	1.6	0.8	0.9	-4	24	1681	5	-4	0	1	8
Cc1nnc(SCC(=O)N/N=C/c2cn(-c3ccccc3)nc2-c2ccc(F)cc2)n1-c1ccccc1	0.66	0.8	0.8	2	16	1348	-1	3	.	0.9	-5
CCC(C(=O)OCC(=O)Nc1cccc(OC)c1)c1ccccc1 (stereo not given)	-0.44	0.9	0.9	12	12	1645	0	6	-7	1	8
CCCN(CCC)S(=O)(=O)c1ccc(C(=O)N2CCCc3ccccc32)cc1	.	0.9	1	8	12	1407	-1	3	.	1	0
Cc1ccc(C2C(C(=O)c3cc4ccccc4o3)=C(O)C(=O)N2CCN2CCOCC2)o1 (stereo not given)	0.77	0.6	1	-2	38	1540	2	-5	-9	1.1	6
COc1ccc(N2C(=O)c3cccc4cc(Br)cc(c34)C2=O)cc1	-1.2	0.9	1	-8	6	1396	16	1	-1	0.9	9
Cc1ccc(N=Cc2sc(O)c3ccccc23)c(C)c1	.	1	1	8	2	1462	-24	6	.	1	16
COc1ccc(C(CC(=O)N2CCOCC2)C(C)C)cc1 (stereo not given)	-0.83	0.9	1	2	11	1577	-5	-4	.	1	5
CC(=NCC1CCCO1)C1=C(O)CC(C)(C)CC1=O (stereo not given)	.	0.9	0.9	11	6	1632	3	10	.	0.9	-2
O=C(c1ccc(F)cc1)N1CCN(c2ccc([N+](=O)[O-])c(N3CCOCC3)c2)CC1	.	0.9	1	-3	8	1605	-5	2	-4	1	4
C=CCn1c(SCC(=O)N2CCCCC2)nc(O)cc1=O	-0.044	0.8	1	4	20	1710	-5	16	.	1	7
COc1ccc(C(=O)C2CCN(C(=O)c3ccco3)CC2)cc1	0.0016	0.9	1.1	4	9	1600	1	-7	.	1	3
CC(=O)c1ccc(NC(=O)C2(c3ccccc3)CCOCC2)cc1	.	0.9	1	6	9	1412	0	0	.	1	1
O=C(Cn1cnc2cc([N+](=O)[O-])ccc2c1=O)NC(c1ccccc1)c1ccccc1	-0.75	1	1	6	3	1802	18	3	-13	0.9	14
COc1cc(C)nn1-c1ccc(Cl)cc1	-1	1	1.1	9	-2	1624	0	1	-11	1.1	9
N#CC1=C2SCN(Cc3ccccc3)CN2C(=O)CC1c1cccs1 (stereo not given)	.	0.7	0.6	23*	34	2063*	42	26*	-44	0.3	13
CC1=C(C(=O)OC(C)C)C(/C=C/c2ccccc2)NC(=O)N1 (stereo not given)	.	0.8	1	.	16	.	2	.	13	1	.
CS(=O)(=O)N1CCC(C(=O)NCC2CCCO2)CC1 (stereo not given)	.	0.9	1	7	7	1303	5	6	-26	1	1

PPARg SRC3 recr, entries above that show a hit.
mol	ROMK primary	PMI act	PPARg SRC-2 ag	PPARg SRC3 recr	S1P3 antag	PMI act satM6P	PPARg SRC-1 ag
N#CC1=C2SCN(Cc3ccccc3)CN2C(=O)CC1c1cccs1 (stereo not given)	.	0.6	23*	26*	-44	0.3	13

Some of the entries above in a different format.
Compound | ROMK primary | Diaph act CS | PMI act | PPARg SRC-2 ag | Diaph inh CS | SRC2 TRFRET art | G6PDH counter | PPARg SRC3 recr | S1P3 antag | PMI act satM6P | PPARg SRC-1 ag
N#CC1=C2SCN(Cc3ccccc3)CN2C(=O)CC1c1cccs1 (stereo not given) | . | 0.7 | 0.6 | 23* | 34 | 2063* | 42 | 26* | -44 | 0.3 | 13
CC1=C(C(=O)OC(C)C)C(/C=C/c2ccccc2)NC(=O)N1 (stereo not given) | . | 0.8 | 1 | . | 16 | . | 2 | . | 13 | 1 | .
CS(=O)(=O)N1CCC(C(=O)NCC2CCCO2)CC1 (stereo not given) | . | 0.9 | 1 | 7 | 7 | 1303 | 5 | 6 | -26 | 1 | 1
